U2OS ROS induce – inducers of reactive oxygen species in cancer cells; U2OS ROS induction, H2DCF-DA fluorescence; actives 2% (n = 46,000); ROS induction (% of piperlongumine), % at 10 µM; in the data active means ROS induction above about 79%, passing the limit was not always enough;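 further: 0% = DMSO vehicle median and 100% = reference compound median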
Starred values were filed as active, the others as inactive.

SMILES	U2OS ROS induce
CNC[C@H]1Oc2c(N)cccc2C(=O)N([C@@H](C)CO)C[C@@H]1C	3
Cc1ccc(S(=O)(=O)N(CC(=O)O)c2cc(Cl)ccc2C)cc1	-6
COc1cc(C[C@H]2C(=O)OC[C@@H]2Cc2ccc(O[C@@H]3O[C@H](CO)[C@@H](O)[C@H](O)[C@H]3O)c(OC)c2)ccc1O	-5
C[C@H](CO)N1C[C@H](C)[C@@H](CN(C)C(=O)Nc2ccccc2)Oc2c(cccc2N(C)C)C1=O	-8
O=C(O)CCCC(=O)Nc1ccc(Br)cc1C(=O)O	12
C[C@@H]1CN([C@H](C)CO)C(=O)c2cccc(NC(=O)C3CCCCC3)c2O[C@@H]1CN(C)S(=O)(=O)c1cccs1	4
Cc1ccc(S(=O)(=O)Nc2cccc3c2O[C@@H](CN(C)C(=O)NC(C)C)[C@H](C)CN([C@@H](C)CO)C3=O)cc1	36
CC(C)NC(=O)Nc1ccc2c(c1)CC(=O)N([C@@H](C)CO)C[C@@H](C)[C@@H](CN(C)Cc1ccc(-c3ccccc3)cc1)O2	31
Cc1noc(C)c1NC(=O)Nc1cccc2c1O[C@H](CN(C)Cc1ccc(Oc3ccccc3)cc1)[C@@H](C)CN([C@H](C)CO)C2=O	19
CC(C)NC(=O)Nc1ccc2c(c1)CC(=O)N([C@@H](C)CO)C[C@H](C)[C@@H](CN(C)S(C)(=O)=O)O2	-10
C[C@H](CO)N1C[C@H](C)[C@H](CN(C)C)Oc2ccc(NC(=O)Cc3cn(C)c4ccccc34)cc2CC1=O	4
CNC(=O)CCCn1nc(C)c2sc3ccccc3c2c1=O	-9
C[C@@H]1CCCCO[C@@H](CN(C)S(C)(=O)=O)[C@@H](C)CN([C@H](C)CO)C(=O)c2cc(NC(=O)Nc3ccccc3)ccc2O1	5
N#Cc1c(NC(=O)Cn2cnc3sc(-c4ccccc4)cc3c2=O)sc2c1CCC2	22
C=C1C(=O)O[C@@H]2C3C(=C(C)[C@@H](O)[C@@H](OC(=O)/C(=C/C)COC(C)=O)[C@@H]12)C(=O)[C@H]1O[C@@]31C (stereo partly drawn)	45
S=c1nc(NCCc2ccccc2Cl)c2ccccc2[nH]1	-8
C[C@@H]1CN([C@@H](C)CO)C(=O)c2cc(NC(=O)NC3CCCCC3)ccc2O[C@@H]1CN(C)Cc1ccc(C(F)(F)F)cc1	-6
CCN(CC(=O)Nc1ccc(F)cc1F)S(=O)(=O)c1ccc2ccccc2c1	-6
CC/C=C/c1ccc(C)cc1CCCCCC(=O)O	-2
O=C(O)C1CSC(c2ccccc2Cl)N1C(=O)c1ccccc1F (stereo not drawn)	-20
O=C(Cn1c(=O)oc2cc(S(=O)(=O)N3CCCC3)ccc21)N1CCCC1	-3
COc1ccc(S(=O)(=O)Nc2ccc3c(c2)CC(=O)N([C@H](C)CO)C[C@@H](C)[C@@H](CN(C)Cc2ccc(Oc4ccccc4)cc2)O3)cc1	6
CC(=O)N1c2ccccc2NC2=C(C(=O)CCC2)C1c1ccco1 (stereo not drawn)	-1
COc1ccc(Cl)cc1NC(=O)NCc1cccnc1	-12
C[C@H]1CN([C@@H](C)CO)C(=O)c2cccc(NS(=O)(=O)c3ccc(F)cc3)c2O[C@@H]1CN(C)CC1CC1	-2
Cc1nnc(SCC(=O)N2N=CCC2c2ccccc2)s1 (stereo not drawn)	-14
O=C(Cn1c2ccccc2n2ncnc12)c1ccc(-c2ccccc2)cc1	-17
Cn1nnc(NCc2cc(Br)ccc2OCc2ccccc2F)n1	-19
COc1ccc(/C=N/NC(=O)c2cccc(C(=O)NO)c2)cc1OC	-2
N#Cc1ccc(/C=N/NC(=O)c2ccccn2)cc1	-12
Cn1c(SCCCN2C(=O)c3cccc4cccc(c34)C2=O)nnc1-c1cccs1	38
Cc1ccc(CN(C)C[C@H]2OCc3cnnn3CCCC(=O)N([C@@H](C)CO)C[C@H]2C)cc1	10
Cc1ccc(S(=O)(=O)N(C)C[C@H]2Oc3c(NC(=O)CCCCCC(=O)Nc4ccccc4N)cccc3C(=O)N([C@H](C)CO)C[C@H]2C)cc1	29
CCOc1ccc(C(=O)SC2=NCCS2)cc1	-10
C[C@@H]1CN([C@H](C)CO)C(=O)Cc2cc(NS(=O)(=O)c3ccc(Cl)cc3)ccc2O[C@H]1CN(C)S(=O)(=O)c1cccs1	-2
Cc1ccc(S(=O)(=O)N(C)C[C@@H]2Oc3ccc(NC(=O)c4ccncc4)cc3CC(=O)N([C@H](C)CO)C[C@@H]2C)cc1	13
C[C@@H]1CN([C@@H](C)CO)C(=O)c2cc(NC(=O)CCN3CCOCC3)ccc2O[C@@H]1CN(C)S(=O)(=O)c1cn(C)cn1	-8
CS(=O)(=O)N(CC(=O)Nc1cccc([N+](=O)[O-])c1)C1CCCCC1	-1
O=C(Nc1ccccc1)C(=S)N1CCOCC1	34
CCOC(=O)c1cc(C#N)c(Oc2ccc(C)cc2)nc1C(F)(F)F	40
CN1N=C(c2coc3ccccc23)CC1(O)C(F)(F)F (stereo not drawn)	-4
C[C@@H]1CN([C@H](C)CO)C(=O)Cc2cc(NS(=O)(=O)c3cccs3)ccc2O[C@@H]1CN(C)C(=O)Nc1ccc2c(c1)OCO2	1
CC(C(=O)N1CCCCCC1)n1sc2ccccc2c1=O (stereo not drawn)	1
CC(C)NC(=O)N(C)C[C@@H]1Oc2ccc(NS(C)(=O)=O)cc2C(=O)N([C@H](C)CO)C[C@H]1C	-19
C[C@H](CO)N1C[C@H](C)[C@@H](CN(C)Cc2ccc3c(c2)OCO3)Oc2ccc(NC(=O)CCCCCC(=O)Nc3ccccc3N)cc2C1=O	18
C[C@H]1CN([C@@H](C)CO)C(=O)CCCn2cc(nn2)CO[C@H]1CN(C)S(=O)(=O)c1ccc2ccccc2c1	9
Cc1ccc(S(=O)(=O)c2ccc(-c3ccccc3)cc2)cc1	0
C[C@H]1CN([C@@H](C)CO)C(=O)Cc2cc(NC(=O)CCN3CCOCC3)ccc2O[C@@H]1CN(C)Cc1ccc(-c2ccccc2)cc1	35

3 entries from above in a different format.
C[C@@H]1CN([C@H](C)CO)C(=O)Cc2cc(NS(=O)(=O)c3cccs3)ccc2O[C@@H]1CN(C)C(=O)Nc1ccc2c(c1)OCO2
  U2OS ROS induce = 1
O=C(Nc1ccccc1)C(=S)N1CCOCC1
  U2OS ROS induce = 34
Cc1ccc(S(=O)(=O)Nc2cccc3c2O[C@@H](CN(C)C(=O)NC(C)C)[C@H](C)CN([C@@H](C)CO)C3=O)cc1
  U2OS ROS induce = 36

Some of these compounds in order of SMILES length, smallest number first:
SMILES	U2OS ROS induce
CC(C(=O)N1CCCCCC1)n1sc2ccccc2c1=O (stereo not drawn)	1
CC(C)NC(=O)N(C)C[C@@H]1Oc2ccc(NS(C)(=O)=O)cc2C(=O)N([C@H](C)CO)C[C@H]1C	-19
C[C@H](CO)N1C[C@H](C)[C@@H](CN(C)Cc2ccc3c(c2)OCO3)Oc2ccc(NC(=O)CCCCCC(=O)Nc3ccccc3N)cc2C1=O	18

Further compounds:
SMILES	U2OS ROS induce
C=C(CO)C(=O)O[C@H]1C[C@H]2C(=C)C[C@H](OC(=O)C(=C)CO)[C@H]3C(=C)C(=O)O[C@@H]3[C@H]2C1=C	115*
COc1ccc(S(=O)(=O)Nc2cccc3c2O[C@H](CN(C)Cc2ccccc2)[C@@H](C)CN([C@@H](C)CO)C3=O)cc1	2
O=C(O)C1CC=CCC1C(=O)Nc1ccccc1S (stereo not drawn)	-13
CN(C)CCCN1C(=O)C(=O)C(C(=O)c2ccco2)C1c1ccc([N+](=O)[O-])cc1 (stereo not drawn)	-15
COc1ccc([Si](C)(C)[C@@H]2[C@@H](CCn3cc([C@H](O)c4ccccc4)nn3)O[C@]3(C(=O)N(Cc4ccc(N5CCOC5=O)cc4)c4ccccc43)[C@H]2C)cc1	39
COC(=O)COc1ccc(NC(=O)C2CCCO2)cc1 (stereo not drawn)	3
COc1cc(/C=C2\SC(N(C)c3ccc(O)cc3)=NC2=O)ccc1OCC(=O)O	-3
C[C@H](CO)N1C[C@H](C)[C@H](CN(C)S(=O)(=O)c2ccccc2)Oc2ccc(NC(=O)Nc3cccc4ccccc34)cc2CC1=O	8
C[C@@H]1CN([C@@H](C)CO)C(=O)c2cc(NC(=O)C3CC3)ccc2O[C@@H]1CN(C)S(=O)(=O)c1cn(C)cn1	-15
Cc1ccc(S(=O)(=O)N(C)C[C@H]2Oc3ccc(NC(=O)c4ccncc4)cc3CC(=O)N([C@H](C)CO)C[C@H]2C)cc1	12
O=C1c2ccccc2C(=O)N1CCSc1nnnn1-c1ccccc1	11
Cc1ccc2oc(-c3cccc(NC(=O)COc4ccc(Br)cc4)c3C)nc2c1	-13
C[C@@H]1CN([C@@H](C)CO)C(=O)c2cc(NS(C)(=O)=O)ccc2O[C@@H]1CN(C)C(=O)Nc1ccccc1	-11
COc1ccc(/C=N/NC(=O)c2ccccc2O)cc1O	-11
CCn1c2ccccc2c2cc(/C=N/NC(=O)CCCCCCC(=O)Nc3ccccc3O)ccc21	22
Nc1ccc2nn(-c3ccccc3)nc2c1	13
O=c1[nH]c2ccccc2c(=O)n1CCCO	-19
Cc1cc(C)nc(SCc2cnc(C)nc2N)n1	5
O=C(CSc1nnnn1-c1ccccc1)c1cc2ccccc2oc1=O	25
C[C@@H]1CN([C@@H](C)CO)C(=O)c2cccc(NS(=O)(=O)c3cn(C)cn3)c2O[C@@H]1CN(C)Cc1ccc(Cl)c(Cl)c1	-2
COc1ccc(NC(=O)N(C)C[C@H]2Oc3ccc(NC(=O)Nc4ccccc4)cc3C(=O)N([C@@H](C)CO)C[C@H]2C)cc1	0
C[C@H]1[C@H](C)CC[C@]2(C(=O)O)CC[C@]3(C)C(=CCC4[C@@]5(C)C[C@@H](O)[C@H](O)[C@@](C)(CO)C5[C@H](O)C[C@]43C)[C@H]12 (stereo partly drawn)	1
CC(Oc1ccc(Cl)cc1Cl)C(=O)Nc1cc(-c2nc3ccccc3o2)ccc1Cl (stereo not drawn)	-11
COc1cc(C)c(C(=O)Oc2cc(C)c(C(=O)Oc3cc(C)c(C(=O)NC(C)C(=O)O)c(O)c3)c(O[C@@H]3O[C@H](CO)[C@@H](O)[C@H](O)[C@H]3OC(C)=O)c2)c(O)c1 (stereo partly drawn)	-2
Cc1cc(-c2cc(C)[nH]n2)n[nH]1	34
COc1ccc(S(=O)(=O)N(C)C[C@H]2Oc3ccc(NS(=O)(=O)c4ccc(Cl)cc4)cc3CC(=O)N([C@@H](C)CO)C[C@H]2C)cc1	43
O=S(=O)(NCc1ccc2c(c1)CCO2)c1ccc(F)c(F)c1	1
COc1ccc(CN(C)C[C@H]2OCCCC[C@@H](C)Oc3ccc(NS(=O)(=O)c4ccc(Cl)cc4)cc3C(=O)N([C@H](C)CO)C[C@@H]2C)cc1	14
Cc1ccc(S(=O)(=O)Nc2ccc3c(c2)C(=O)N([C@H](C)CO)C[C@H](C)[C@@H](CN(C)C(=O)Nc2cccc4ccccc24)OCCCC[C@@H](C)O3)cc1	46
C[C@@H]1CN([C@@H](C)CO)C(=O)CCCn2nncc2CO[C@@H]1CN(C)S(=O)(=O)c1ccc(F)cc1	0
CCCCS(=O)CSc1nc(-c2ccc(OC)cc2)cc(-c2ccccc2)c1C#N (stereo not drawn)	5
CNC[C@@H]1OCCCC[C@@H](C)Oc2ccc(NC(=O)NC(C)C)cc2C(=O)N([C@H](C)CO)C[C@@H]1C	-4
COc1ccc(S(=O)(=O)Nc2ccc3c(c2)CC(=O)N([C@H](C)CO)C[C@@H](C)[C@H](CN(C)S(=O)(=O)c2ccc(Cl)cc2)O3)cc1	0
C[C@H](CO)N1C[C@H](C)[C@H](CN(C)S(=O)(=O)c2cccs2)Oc2ccc(NC(=O)CCN3CCOCC3)cc2C1=O	-2
CN(C)CCCCCCNC(=O)[C@@H]1C[C@@H]2C(=O)N3CCC[C@H]3C(=O)N2[C@@H]1c1ccc(O)cc1	0
C[C@@H]1CN([C@@H](C)CO)C(=O)Cc2cc(NS(=O)(=O)c3ccc(Cl)cc3)ccc2O[C@@H]1CN(C)S(=O)(=O)c1cccs1	7

Laid out differently: 3 of the compounds above.
COc1ccc(S(=O)(=O)N(C)C[C@H]2Oc3ccc(NS(=O)(=O)c4ccc(Cl)cc4)cc3CC(=O)N([C@@H](C)CO)C[C@H]2C)cc1
  U2OS ROS induce: 43

C[C@@H]1CN([C@@H](C)CO)C(=O)CCCn2nncc2CO[C@@H]1CN(C)S(=O)(=O)c1ccc(F)cc1
  U2OS ROS induce: 0

COc1ccc(CN(C)C[C@H]2OCCCC[C@@H](C)Oc3ccc(NS(=O)(=O)c4ccc(Cl)cc4)cc3C(=O)N([C@H](C)CO)C[C@@H]2C)cc1
  U2OS ROS induce: 14

Following part.
SMILES	U2OS ROS induce
CC(C)NC(=O)Nc1ccc2c(c1)C(=O)N([C@H](C)CO)C[C@H](C)[C@H](CN(C)CC1CCCCC1)OCCCC[C@@H](C)O2	-3
CCC(C)S(=O)(=O)c1oc(-c2ccc(C)cc2)nc1S(=O)(=O)c1ccccc1 (stereo not drawn)	219*
C[C@H]1CN([C@@H](C)CO)C(=O)c2cc(NC(=O)Cc3cn(C)c4ccccc34)ccc2O[C@H]1CN(C)S(=O)(=O)c1cccs1	24
O=C(CCc1nc(-c2ccccc2)no1)Nc1ccccc1Cl	3
CC(C)NC(=O)Nc1ccc2c(c1)CC(=O)N([C@@H](C)CO)C[C@@H](C)[C@@H](CN(C)C(=O)Nc1cccc3ccccc13)O2	-5
C[C@H]1CN([C@@H](C)CO)C(=O)c2cccc(NC(=O)Nc3ccc4c(c3)OCO4)c2O[C@H]1CN(C)Cc1ccc2c(c1)OCO2	3
Cc1nnc(SCc2cccc(C(=O)c3ccccc3)c2)[nH]c1=O	17
Cc1noc(C)c1S(=O)(=O)Nc1ccc2c(c1)C(=O)N([C@@H](C)CO)C[C@@H](C)[C@H](CN(C)C(=O)Nc1ccccc1)O2	-8
O=C(Oc1cc(=O)oc2c1c(=O)n1c3c(cccc23)CC1)c1ccccc1	37
Cc1ccc(S(=O)(=O)Nc2ccc3c(c2)C(=O)N([C@H](C)CO)C[C@@H](C)[C@H](CN(C)Cc2ccccc2)O3)cc1	-5

Source: PubChem (Broad Institute)

Some of the compounds tested; the hit share may differ from the screen's.
